From PubChem
CBFb-RUNX1 inh: blocks binding between human CBF-beta and RUNX1 | Potency, µM (doses to about 59.8 µM), for the others: at the highest dose activity, negative = inhibition, usual class: inhibitors | Q01196+Q13951 | AID 1477 | 230,000 tested, under 10 active | AlphaScreen CBFb-His/RUNX1-biotin binding, biochemical; also: % of control where 0% means no effect
Target sequence (Q01196 whole entry, looked up): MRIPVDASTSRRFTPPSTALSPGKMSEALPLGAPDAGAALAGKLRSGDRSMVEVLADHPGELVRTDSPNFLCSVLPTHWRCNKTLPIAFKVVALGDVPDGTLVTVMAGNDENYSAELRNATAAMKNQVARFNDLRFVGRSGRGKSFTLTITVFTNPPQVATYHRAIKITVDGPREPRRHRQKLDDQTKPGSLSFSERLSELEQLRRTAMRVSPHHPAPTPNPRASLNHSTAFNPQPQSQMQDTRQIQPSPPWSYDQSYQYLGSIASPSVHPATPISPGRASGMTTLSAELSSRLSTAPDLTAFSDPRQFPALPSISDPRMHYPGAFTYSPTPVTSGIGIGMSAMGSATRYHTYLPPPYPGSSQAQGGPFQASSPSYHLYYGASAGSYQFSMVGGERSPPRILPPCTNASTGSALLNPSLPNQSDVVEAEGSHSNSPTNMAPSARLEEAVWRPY
Target sequence (Q13951 whole entry, looked up): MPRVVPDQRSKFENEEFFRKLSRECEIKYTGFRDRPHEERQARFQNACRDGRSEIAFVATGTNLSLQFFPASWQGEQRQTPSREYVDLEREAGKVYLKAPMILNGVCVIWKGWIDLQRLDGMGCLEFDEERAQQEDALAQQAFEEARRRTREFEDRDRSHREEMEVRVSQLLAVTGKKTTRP
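Bead-based AlphaScreen assay; binding partners His-tagged CBF-beta and biotinylated RUNX1 at 30 nM each. Compound exposure 15 min after a 20-min protein preincubation; bead step 90 min; all steps at room temperature.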
IMPase Li inh: cell-permeable IMPase inhibitors with lithium potentiation. CHO-M1 cells, IP1 TR-FRET (IP-One), carbachol + lithium. Potency, µM (top dose mostly 59.4 µM), inactives show top-dose activity, negative = IMPase inhibition, actives largely listed as inhibitors. hit rate 0.35% among 210,000. AID 1457;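 also: IP1 builds up when IMPase is blocked and the TR-FRET signal falls; potency is read from the fitted curve at half-maximal effect; plate controls were basal vehicle for no effect and high inhibitor control for full effect; nearly all actives have a fitted effect of over 50% in size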
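IP1 accumulation measured by competitive TR-FRET in lysed CHO-M1 cells after 30 min compound exposure at 37C, with a small lithium addition to potentiate weak responses. Hill-equation AC50 from ratio and donor-channel data.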
NPSR antagonist: antagonists of human neuropeptide S receptor cAMP signaling | Potency, µM (top dose mostly 38.3 µM), for inactives: at the top dose activity change, negative = inhibition, most hits filed as inhibitors | AID 1461 | CHO-NPSR cells, cAMP TR-FRET, antagonist mode | Q6W5P4 | hit rate 1% among 220,000; also: potency is read from the fitted curve at half-maximal effect; % is scaled to controls: 0 for no effect and ±100 for the full control effect; nearly all actives have a fitted effect of over 50% in size; many of its hits are not listed in these tables
Target sequence (Q6W5P4 whole entry, looked up): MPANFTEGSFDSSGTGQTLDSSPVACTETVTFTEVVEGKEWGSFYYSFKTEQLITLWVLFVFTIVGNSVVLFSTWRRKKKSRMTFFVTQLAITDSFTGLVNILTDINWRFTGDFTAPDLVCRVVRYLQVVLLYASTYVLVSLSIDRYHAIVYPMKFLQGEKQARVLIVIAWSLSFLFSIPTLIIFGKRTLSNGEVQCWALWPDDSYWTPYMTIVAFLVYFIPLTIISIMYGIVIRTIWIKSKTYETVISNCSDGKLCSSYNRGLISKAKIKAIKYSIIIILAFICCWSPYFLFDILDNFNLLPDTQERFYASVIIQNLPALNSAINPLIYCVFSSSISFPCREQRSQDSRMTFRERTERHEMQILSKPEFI
Lamin A splicing: modulators of lamin A splicing; Potency, µM (doses to about 46.1 µM), for the others: top-dose ratio change, negative = inhibition, actives largely listed as inhibitors; hit rate 0.01% among 200,000; HeLa LMNA splicing GFP/RFP minigene ratio, 48 h; AID 1487; active = well fitted inhibition curve with a large enough effect in the signal ratio, with a control signal flat, not every such curve was filed as active; inconclusive = small, poorly fitted or top-dose-only effect, or effect the other way, or a change in a side signal; the % refers to the signal ratio; also: potency is read from the fitted curve at half-maximal effect; % is scaled to controls: 0 for no effect and ±100 for the full control effect
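S3 HeLa stable clones carrying a lamin A-EGFP splicing minigene plus DsRed2 were seeded at 600 cells/well in Opti-MEM with 2% FBS, pin-dosed and incubated 48 h at 37°C. Acumen cytometry (488 nm) gave the GFP/RFP total-intensity ratio.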
HTT aggregate: reduces HttQ103-GFP aggregates in PC12 cells | PC12 HttQ103-GFP aggregates, Acumen cytometry, 40 h | AID 1688 | Potency, µM (top dose mostly 46.1 µM), without a hit: top-dose activity change, negative = inhibition, actives largely listed as inhibitors | hit rate 1.1% among 220,000; also: potency is read from the fitted curve at half-maximal effect; % is scaled to controls: 0 for no effect and ±100 for the full control effect; nearly all actives have a fitted effect of over 60% in size
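PC12 cells stably carrying ecdysone-inducible HTT exon 1 Q103–GFP were induced with tebufenozide (100 nM final) and treated with library compounds in titration. GFP aggregates in lysates were counted by laser scanning cytometry.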
Luc counter: blocks Kinase-Glo luciferase, a counter-screen artifact | Potency, µM (titrated, usually from 38.3 µM), inactives show at the top dose activity change, negative = inhibition, usual class: inhibitors | Kinase-Glo luciferase, ATP luminescence, 8 min | AID 1379 | Q27757 | hit rate 0.28% among 200,000; also: potency is read from the fitted curve at half-maximal effect; % is scaled to controls: 0 for no effect and ±100 for the full control effect; nearly all actives have a fitted effect of over 60% in size
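Compounds were added to a substrate mix at pH 7.2 (50 mM imidazole, 10 uM ATP, within the enzyme's linear range), followed by Kinase-Glo detection reagent; luminescence was measured after 8 minutes at ambient temperature.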
Epigenetic reg: derepresses silenced GFP reporter in murine cells; murine LDR cells, GFP reporter derepression, 30 h; Potency, µM (top dose mostly 53.9 µM), without a hit: top-dose GFP activation, usual class: activators; hit rate 0.2% among 280,000; AID 1865; also: potency is read from the fitted curve at half-maximal effect; % of control where 0% means no effect; nearly all actives have a fitted effect of over 60% in size
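Readout is the number of GFP-expressing murine LDR cells, counted by cytometry following washing. Cells were treated with compound for 30 h at 37 C; the stably integrated CMV-GFP locus is normally silent.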
* marks the source's active call; other numbers are inactive results; u = inconclusive; x = no result given; & = joins results of further samples; [ ] = dose if it differs, or a comment. Unless noted, calls follow the shape of the dose curve; as a rule, active = well fitted curve in the direction sought with a large enough effect; inconclusive = small, poorly fitted or top-dose-only effect, or another doubt; inactive = no such curve, though single readings can be large; an effect the other way counts as inactive or inconclusive. An excerpt; the hit share may differ from the screen's.

1: CCN(CC)CCNC(=O)Cn1c(-c2ccccn2)nc2ccccc21
2: CN1CCN(c2nc(-c3cccnc3)nc3scc(-c4ccccc4)c23)CC1
3: CCN(c1ccc(NC(=O)COC(=O)CCC(=O)c2ccc(F)cc2)cc1)C(C)C
4: COc1ccc(O)c(C(=O)c2cnc3onc(C)c3c2)c1
5: O=C(Nc1ccc(Cl)cc1)c1ccc2c(c1)OCO2
6: CCOC(=O)/C(=C\c1ccc([N+](=O)[O-])cc1)C(=O)c1cc(C(C)=O)c(Nc2ccccc2)s1
7: COc1ccc(S(=O)(=O)NCc2ccccc2Cl)cc1OC
8: CCSc1ncnc2c1sc1nc3c(cc12)COC(C)(C)C3
9: CN(C)Cc1c(O)ccc2[nH]cnc12
10: O=C(NNC(=S)NC1CC2C=CC1C2)c1ccncc1 (configuration not stated)
Screen / compound no.	1	2	3	4	5	6	7	8	9	10
CBFb-RUNX1 inh	0%	-6%	-18%	-12%	3%	1%	3%	4%	1%	1%
IMPase Li inh	21%[38.3 µM]	16%	-10%[38.3 µM]	7%[38.3 µM]	0%[38.3 µM]	5%[38.3 µM]	15%[38.3 µM]	u	13%[38.3 µM]	x
NPSR antagonist	0%[46.1 µM]	u	-20%[46.1 µM]	-3%[46.1 µM]	u	7.9µM*	-2%[46.1 µM]	-11%	11%[46.1 µM]	-11%
Lamin A splicing	8%	8%[9.22 µM]	13%	9%	3%	u	-2%	-6%	2%	x
HTT aggregate	-5%	-5%	-4%	-3%	-1%	9%[9.22 µM]	11%	-8%	-26%	20%[9.22 µM]
Luc counter	0%	-1%	-4%	-4%	-9%	1%	-2%	2%	21%	x
Epigenetic reg	-3.0%	0.2%	-1.0%	-2.7%	3.7%	u	0.0%	-1.9%	0.0%	0.0%

11: Cc1cccc(NC2(C(F)(F)F)N=C3SCCN3C2=O)n1 (configuration not stated)
12: CC(=O)C1=C(C)N(Cc2ccccc2)C(=O)N[C@@H]1c1cccc(C(F)(F)F)c1
13: CC(C)OC(=O)CSc1nnc2c(n1)[nH]c1ccc(F)cc12
14: CCNC(=S)N1CCN(CCN=CC2=C(O)CC(c3ccco3)CC2=O)CC1 (configuration not stated)
15: COc1ccccc1/C=N/NC(=O)C(NC(=O)c1ccccc1)=C(C)C
16: CC1=CC(C)C(/C=N/N=C(N)N)C(C)C1 (configuration not stated)
17: Cc1ccc(-c2csc3ncnc(SCC(=O)O)c23)cc1
18: Cc1cc(C)n(C(=O)c2cc3sccc3[nH]2)n1
19: C1CN(c2nc3nonc3nc2N2C[C@H]3CC[C@H]2C3)CCS1
20: CCOC(=O)c1cc2c(=O)n3ccccc3nc2n(Cc2ccco2)c1=NC(=O)c1ccc(OC)cc1
Screen / compound no.	11	12	13	14	15	16	17	18	19	20
CBFb-RUNX1 inh	5%	-1%	0%	-5%	12%	8%	9%	-4%	-5%	-26%
IMPase Li inh	-4%[38.3 µM]	13%	9%	0%[38.3 µM]	36%[activator][38.3 µM]	x	x	40%[activator][38.3 µM]	13%	u
NPSR antagonist	-8%[46.1 µM]	-10%	6%	-4%[46.1 µM]	-7%[46.1 µM]	12%	u	25%[46.1 µM]	5%	-20%
Lamin A splicing	19%	u	-10%[46 µM]	-3%	-6%	x	x	2%	x	-15%[9.22 µM]
HTT aggregate	-11%[9.22 µM]	-1%	13%	5%	12%	-7%[9.22 µM]	-1%[9.22 µM]	-1%	x	23%
Luc counter	2%	1%	0%	0%	4%	x	x	-6%	0%	0%
Epigenetic reg	-4.6%	5.8%	u	1.5%	-2.0%	-4.2%	1.2%	-1.0%	0.0%	-1.1%&9.2%

21: COc1ccc(C(=O)NNC(=S)NC(=O)C(C)(C)C)cc1
22: c1ccc(OCCCc2nc(-c3ccccn3)no2)cc1
23: Cc1ccc(-n2c(SCc3nc4ccccc4[nH]3)nnc2-c2ccncc2)cc1
24: COc1ccc(NC(=O)CN2C(=O)CSC(C)C2=O)cc1 (configuration not stated)
25: O=C(NNC(=S)NCc1ccco1)c1ccc(S(=O)(=O)N2CCOCC2)cc1
26: Cc1nc2nc(Cc3ccccc3)[nH]n2c(=O)c1Cc1ccccc1
27: O=c1[nH]c(CCC2CCCC2)nc2ccccc12
28: CC(=O)Nc1ccc(S(=O)(=O)Nc2ccc3c(c2)OCCO3)cc1Cl
29: COc1cc(CC(=O)Nc2cccc(C(F)(F)F)c2)cc(OC)c1OC
30: O=C(O)CCNC(=O)c1ccc(NC(=O)Cc2ccc(Cl)cc2)cc1
Screen / compound no.	21	22	23	24	25	26	27	28	29	30
CBFb-RUNX1 inh	u	16%	2%	2%	-6%	8%	3%	5%	-2%	1%
IMPase Li inh	10%	19%[38.3 µM]	-5%	5%	-4%	18%[38.3 µM]	8%	x	-2%	1%
NPSR antagonist	-37%	u	9%	14%	16%	-3%[46.1 µM]	10%	4%	5%	11%
Lamin A splicing	x	4%	7%	-8%[46 µM]	11%[46 µM]	17%	-6%	x	u	x
HTT aggregate	u	-2%	-18%	15%[9.22 µM]	2%[9.22 µM]	8%	13%	-10%[9.22 µM]	u	9%
Luc counter	1%	-2%	0%	0%	3%	1%	-1%	x	2%	0%
Epigenetic reg	2.8%	0.9%	4.8%	-1.4%	-3.5%	-0.8%	1.1%	-5.1%	-1.2%	-1.1%

31: O=C(c1ccc(Br)o1)N1CCCc2ccccc21
32: Cc1ccc2nc(SC(C(=O)Nc3ccc(F)cc3)c3ccccc3)[nH]c2c1 (configuration not stated)
33: CCOc1ccc(CCNC(=O)C(O)c2ccccc2)cc1 (configuration not stated)
34: COc1ccc(C(=O)NNC(=O)c2ccc(S(=O)(=O)N3CC(C)OC(C)C3)cc2)cc1 (configuration not stated)
35: CC(C)CN(CC(C)C)c1ccc(/C=N/n2cnnc2)cc1[N+](=O)[O-]
36: CCOc1ccc(CC(C(=O)NN)C(=O)NN)cc1CN(C)C
37: COc1ccc2nc(N3C(=O)CC(C(C)c4ccccc4)C3=O)sc2c1 (configuration not stated)
38: O=C(O)CCC(=O)N1CCN(c2cccc(Cl)c2)CC1
39: CCNc1nc(CSc2ccccc2)nc2sc(C)c(C)c12
40: CCCS(=O)(=O)N1CCC(C(=O)N2CCC(Cc3ccccc3)CC2)CC1
Screen / compound no.	31	32	33	34	35	36	37	38	39	40
CBFb-RUNX1 inh	0%	3%	1%	9%	-15%	-3%	1%	5%	3%	4%
IMPase Li inh	10%	22%	x	-7%	20%	24%[38.3 µM]	x	24%[38.3 µM]	x	-10%[38.3 µM]
NPSR antagonist	-3%	-57%	3%[46.1 µM]	5%	u	-4%[46.1 µM]	-7%[46.1 µM]	-1%[46.1 µM]	u	-8%[46.1 µM]
Lamin A splicing	9%	u	0%	u	8%[46 µM]	-2%	-5%	12%	-7%	13%[0.0737 µM]
HTT aggregate	8%	-24%	10%	11%	u	-11%	0%	12%	-3%	-22%
Luc counter	-2%	4%	x	1%	-1%	-4%	x	3%	x	-1%
Epigenetic reg	-1.0%	0.0%	-2.9%	-1.7%	-1.3%	3.8%	-0.9%	-2.0%	-0.9%	2.8%

41: Cc1cc(=O)[nH]c(-c2ccc(C(F)(F)F)cc2)n1
42: COc1ccc(Nc2oc(-c3ccccc3F)nc2C#N)cc1
43: CC1(c2ccccc2)NC(=O)N(CC(=O)Nc2ccc3c(c2)OCO3)C1=O (configuration not stated)
44: O=C(COc1cc(O)c2c(=O)c3ccccc3oc2c1)OCc1ccccc1
45: COc1ccccc1N(C)S(=O)(=O)c1ccc(C(=O)OCC(=O)NCc2cccs2)cc1
46: O=C(Nc1ccc(F)cc1)c1ccccc1S(=O)(=O)c1ccccc1[N+](=O)[O-]
47: CCCCc1ccc(NC(=S)N2CCC(O)CC2)cc1
48: CC(C(=O)Nc1ccccc1-c1ccccc1)N1CCN(C(=O)c2ccccc2)CC1 (configuration not stated)
49: CCOC(=O)Cc1c(C)nc2c(-c3ccc(OC)cc3)c(C)nn2c1C
50: COc1ccc(Cl)cc1NC(=S)Nc1ccccc1F
Screen / compound no.	41	42	43	44	45	46	47	48	49	50
CBFb-RUNX1 inh	5%	1%	1%	2%	20%	-6%	6%	4%	10%	-4%
IMPase Li inh	x	x	28%[38.3 µM]	x	x	0%	5%	x	34%[activator][38.3 µM]	-2%
NPSR antagonist	4%	38%	-4%[46.1 µM]	-8%	5%	8%	0%	30%	-2%[46.1 µM]	-10%
Lamin A splicing	x	2%[46 µM]	17%	21%[46 µM]	x	4%	u	17%[46 µM]	-2%	u
HTT aggregate	4%[9.22 µM]	0%[9.22 µM]	-17%	-12%[9.22 µM]	17%[9.22 µM]	-12%	29%	-2%[9.22 µM]	-25%	-12%
Luc counter	x	x	-4%	x	x	0%	-1%	x	-1%	1%
Epigenetic reg	-0.3%	0.0%	1.5%	-1.1%	0.0%	-0.9%	-1.3%	1.1%	-0.7%	-3.0%

A run of entries of the results above:
48: CC(C(=O)Nc1ccccc1-c1ccccc1)N1CCN(C(=O)c2ccccc2)CC1 (configuration not stated)
49: CCOC(=O)Cc1c(C)nc2c(-c3ccc(OC)cc3)c(C)nn2c1C
50: COc1ccc(Cl)cc1NC(=S)Nc1ccccc1F
Screen / compound no.	48	49	50
CBFb-RUNX1 inh	4%	10%	-4%
IMPase Li inh	x	34%[activator][38.3 µM]	-2%
NPSR antagonist	30%	-2%[46.1 µM]	-10%
Lamin A splicing	17%[46 µM]	-2%	u
HTT aggregate	-2%[9.22 µM]	-25%	-12%
Luc counter	x	-1%	1%
Epigenetic reg	1.1%	-0.7%	-3.0%

(cont.)
51: Brc1ccc(-c2cnc(-c3cccs3)o2)cc1
52: Cc1ccc(C(=O)NCCc2ccc(S(=O)(=O)N3CCCC3)cc2)cc1
53: CCN(c1ccc(OCC(=O)OCC(=O)Nc2ccc(F)c(F)c2F)cc1)S(=O)(=O)c1ccccc1
54: COc1ccccc1CNC(=O)c1ccccc1N
55: Cc1cccc(NC(=O)CSc2nnc(Cc3ccccc3)o2)c1
Screen / compound no.	51	52	53	54	55
CBFb-RUNX1 inh	20%	0%	5%	-2%	5%
IMPase Li inh	-4%[38.3 µM]	5%	-8%	9%[38.3 µM]	9%
NPSR antagonist	-24%[46.1 µM]	-7%	13%	-5%[46.1 µM]	-9%
Lamin A splicing	21%	12%[46 µM]	-3%	-2%	-1%[46 µM]
HTT aggregate	-9%	-8%[9.22 µM]	3%	11%	5%[9.22 µM]
Luc counter	-3%	-1%	-3%	-6%	-5%
Epigenetic reg	0.0%	-1.5%	0.0%	-0.2%	0.1%
